AmpC inh detg: AmpC beta-lactamase inhibition with detergent present; P00811; AmpC hydrolysis of nitrocefin, absorbance 480 nm, 0.01% Triton; Potency, µM (top dose mostly 114 µM), without a hit: at the top dose activity change, negative = inhibition, usual class: inhibitors; 0.041% of 370,000 active;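 note: potency is the fitted concentration of half-maximal effect; 0% = no-compound wells and -100% = no-enzyme wells; nearly all actives have a fitted effect of over 25% in size; some results filed as inactive show a strong effect at the top dose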
Target sequence (P00811 whole entry, looked up): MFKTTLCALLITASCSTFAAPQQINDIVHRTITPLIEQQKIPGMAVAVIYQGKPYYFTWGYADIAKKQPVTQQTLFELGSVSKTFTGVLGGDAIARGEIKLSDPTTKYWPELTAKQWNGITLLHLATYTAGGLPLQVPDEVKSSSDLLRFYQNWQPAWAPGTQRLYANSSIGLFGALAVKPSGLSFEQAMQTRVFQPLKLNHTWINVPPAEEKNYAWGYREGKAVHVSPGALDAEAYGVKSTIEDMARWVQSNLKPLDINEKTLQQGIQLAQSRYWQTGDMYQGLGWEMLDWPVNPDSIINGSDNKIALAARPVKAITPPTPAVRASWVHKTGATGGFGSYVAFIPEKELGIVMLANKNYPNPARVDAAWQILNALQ
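20 mM phosphate pH 7.0 + 0.01% (detergent screen) or 0.0001% Triton X-100; 5.3 nM AmpC reagent; cpd preinc 15 min RT; nitrocefin (800 uM stock) to start; A480 q20 s × 4 min; Activity was normalised to no-enzyme and no-compound control wells.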
AMA1-RON2 inh: disrupts binding of P. falciparum AMA1 to RON2; AlphaScreen AMA1-biotinylated RON2 peptide binding; 0.2% of 360,000 active; Potency, µM (doses to about 58.2 µM), for inactives: at the top dose activity change, negative = inhibition, usual class: inhibitors;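 note: potency is the fitted concentration of half-maximal effect; 0% = vehicle wells and -100% = peptide control; nearly all actives have a fitted effect of over 45% in size; some results filed as inactive show a strong effect at the top dose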
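AMA1 (3D7) with his tag at 25 nM final met compounds first, then biotinylated RON2 peptide at 25 nM; detection used donor plus acceptor beads, 10 µg/mL apiece, read by AlphaScreen after 30 min at room temperature.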
Sm TGR inh: S. mansoni TGR enzyme inhibition. Q962Y6. purified TGR, DTNB reduction, TNB absorbance 405 nm. Potency, µM (series often up to 114 µM), for inactives: at the top dose activity change, negative = inhibition, actives largely listed as inhibitors. 3% of 360,000 active. AID 485364; note: potency is the fitted concentration of half-maximal effect; nearly all actives have a fitted effect of over 60% in size
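First, TGR (20 nM dispensed) and NADPH were mixed with compound. Second, a 15 min room-temperature incubation followed. Third, further NADPH and then DTNB were added to start the reaction. Finally, TNB absorbance was monitored kinetically.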
HCMV inh: blocks human cytomegalovirus replication; HFF cells, HCMV-luciferase reporter, 72 h; stronger effect = lower value; activity change, negative = inhibition, % at 57.5 µM; 4.5% of 410,000 active; in the data active = activity change below about -60%; inconclusive = no clear call, values can overlap the other calls; inactive = above about -39%
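Luciferase read-out from HCMV-luciferase-infected HFFs (MOI 1 PFU/cell) 72 h post infection at 37C; compounds added after 16 h cell attachment; activity normalized between buffer-only basal and Salinomycin (10uM) inhibitor controls.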
AmpC inh no detg: blocks E. coli AmpC beta-lactamase in detergent-free assay; Potency, µM (top dose mostly 57.1 µM), for inactives: at the highest dose activity change, negative = inhibition, hits mostly inhibitors; 0.52% of 330,000 active; P00811; AmpC nitrocefin hydrolysis, absorbance 480 nm, 0.0001% Triton;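 note: potency is the fitted concentration of half-maximal effect; plate controls were no compound for no effect and no enzyme for full effect; nearly all actives have a fitted effect of over 20% in size; some results filed as inactive show a strong effect at the top dose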
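20 mM phosphate pH 7.0 + 0.01% (detergent screen) or 0.0001% Triton X-100; 5.3 nM AmpC reagent; cpd preinc 15 min RT; nitrocefin (800 uM stock) to start; A480 q20 s × 4 min; Activity was normalised to no-enzyme and no-compound control wells.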
FBPA Giardia inh: inhibitors of Giardia lamblia fructose-1,6-bisphosphate aldolase; A8B2U2; purified Giardia FBPA; Potency, µM (series often up to 59.6 µM), for inactives: top-dose activity, negative = inhibition, most hits filed as inhibitors; 0.71% of 290,000 active; AID 2451; note: potency is the fitted concentration of half-maximal effect; nearly all actives have a fitted effect of over 55% in size
Target sequence (A8B2U2 whole entry, looked up): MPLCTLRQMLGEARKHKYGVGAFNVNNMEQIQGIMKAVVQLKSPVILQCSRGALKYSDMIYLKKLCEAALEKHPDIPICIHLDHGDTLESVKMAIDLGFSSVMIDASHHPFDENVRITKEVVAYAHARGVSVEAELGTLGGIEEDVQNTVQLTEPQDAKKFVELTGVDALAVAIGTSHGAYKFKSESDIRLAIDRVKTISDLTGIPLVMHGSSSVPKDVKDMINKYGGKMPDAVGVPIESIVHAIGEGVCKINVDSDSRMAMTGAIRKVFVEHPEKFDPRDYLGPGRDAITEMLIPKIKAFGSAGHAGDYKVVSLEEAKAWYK
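40 nM FBPA preincubated 10 min at RT with compound (up to 57.5 uM final), then substrate plus GAPDH/TPI/NAD/arsenate coupling and diaphorase/resazurin added. Fluorescence read after 20 min at RT, 525/598 nm.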
An asterisk follows results filed as active; ? = inconclusive; · = not tested or not shown; & = joins results of further samples; [ ] = another dose, or the depositor's remark. Unless noted, calls come from the whole dose curve; as a rule, active = well fitted curve in the direction sought with a large enough effect; inconclusive = small, poorly fitted or top-dose-only effect, or another doubt; inactive = no such curve, though single readings can be large; an effect the other way counts as inactive or inconclusive. Unless noted, % is set by controls: 0 for no effect and ±100 for the full control effect.

compound,AmpC inh detg,AMA1-RON2 inh,Sm TGR inh,HCMV inh,AmpC inh no detg,FBPA Giardia inh
COC(=O)Cn1c2ccc(OC)cc2c2nc(C)sc21,-5%,1%,0%,27,-4%,-28%
Cc1cccc(Nc2nc3ccccc3n3nnnc23)c1,-3%,3%,2%,-20,-27%,3%
CN(C(=O)CSc1nncc2ccccc12)c1ccccc1,·,12%,·,?,-8%,·
COc1ccc(-n2c(Cc3cccn3C)nnc2SCC(=O)NCc2ccccc2Cl)cc1,?,0%,-20%,-8,41%,3%
CCOC(=O)c1cnc(-n2cc(C)cn2)nc1NCc1ccc2c(c1)OCO2,1%,-5%,5%,-31,-29%,6%
NS(=O)(=O)c1ccc(NC(=O)/C=C/c2cn(-c3ccccc3)nc2-c2cccc(Cl)c2)cc1,-9%,-20%,·,?,2.5µM*,-14%
CC(C)c1nnc(NC(=O)CN(C)S(=O)(=O)c2ccc3c(c2)OCCO3)s1,?,4%,-1%,-12,-9%,2%
COc1ccc(C(=O)NNC(=S)NC(=O)c2cccnc2)cc1,-6%,54%[activator],-17%,-89*,-20%,-23%
CC1=NNC(=O)C1C(c1ccc(Cl)cc1)C(C#N)C#N (centres undefined),-5%,1%,11µM*,-15,-17%,-4%
O=C(NCCc1ccc(Cl)cc1)c1ccc2[nH]c(=O)c(=O)[nH]c2c1,-3%,1%,-14%,0,-55%,4%
COc1ccc(Nc2nc(N/N=C/c3ccc(N(C)C)cc3)nc(C)c2[N+](=O)[O-])cc1,?,7%,-15%,-35,-35%,-5%
CC(C)(C)c1ccc(C(=O)NC2=NC(c3cccc(F)c3)CC(=O)N2)cc1 (centres undefined),21%,·,9%,-18,·,·

Single records, from the list above. Order of values: AmpC inh detg, AMA1-RON2 inh, Sm TGR inh, HCMV inh, AmpC inh no detg, FBPA Giardia inh
COc1ccc(-n2c(Cc3cccn3C)nnc2SCC(=O)NCc2ccccc2Cl)cc1 across the screens: ?, 0%, -20%, -8, 41%, 3%
COc1ccc(C(=O)NNC(=S)NC(=O)c2cccnc2)cc1 across the screens: -6%, 54%[activator], -17%, -89*, -20%, -23%
CC(C)c1nnc(NC(=O)CN(C)S(=O)(=O)c2ccc3c(c2)OCCO3)s1 across the screens: ?, 4%, -1%, -12, -9%, 2%

Carrying on.
compound,AmpC inh detg,AMA1-RON2 inh,Sm TGR inh,HCMV inh,AmpC inh no detg,FBPA Giardia inh
Fc1ccccc1CNCC1CCCO1 (centres undefined),-8%,6%,5%,2,-18%,-23%
COc1ccc2ccccc2c1/C=N/Nc1cccc(C(=O)O)c1,3%,-10%,-26%,28,-34%,-9%
O=C(/C=C/c1ccccc1)OCC(=O)c1c[nH]c2ccccc12,·,-6%,·,134,-41%,·
COc1ccc(S(=O)(=O)Nc2c(C(=O)O)[nH]c3ccc(OC)cc23)cc1,-12%,-13%,-2%,28,-15%,0%
O=C(CCc1ccc(S(=O)(=O)N2CCOCC2)cc1)Oc1ccccc1,3%,10%,4%,-2,18%,2%
CCN(CCNC(=O)C1=C(C)C(=O)OC12CCC(C)CC2)c1ccccc1 (centres undefined),-4%,-26%,14%,?,88%[activator],-1%
COc1cccc(CN2CCCC(C(=O)N3CCCCC3)C2)c1 (centres undefined),-2%,6%,-13%,11,-13%,?
CC(=O)c1c(C)[nH]c(C(=O)Nc2nc(C)cs2)c1C,?,-1%,0%,-38,-14%[11.4 µM],-21%
CC1CCCCN1C(=O)COc1ccc(S(=O)(=O)N2CCCC2)cc1[N+](=O)[O-] (centres undefined),1%,-6%,12%,-20,-1%,·
Oc1c(C(c2ccccn2)N2CCCCC2)cc(Cl)c2cccnc12 (centres undefined),?,-86%,3.5µM*,44,-14%,-17%
CC(Sc1nnnn1C1CC1)C(=O)Nc1cccc(S(=O)(=O)N2CCOCC2)c1 (centres undefined),0%,19%,-2%,0,-19%,·
COc1ccc2c(c1)c(CC(=O)Nc1cc(C)ccc1C)c(C)n2C(=O)c1ccc(Cl)cc1,7%,-16%,-1%,-13,-31%,-1%
Cc1ccsc1/C=C1/C(=O)NN(c2ccccc2)C1=O,3%,-8%,1%,-3,-25%,?
CCN(CC)c1ccc(/C=C2\NC(=O)NC2=O)cc1,-5%,3%,-7%,6,-17%,-9%
Cc1ccc(-c2nc(SCC(=O)Nc3ccccc3OC(F)F)c3c(C)c(C(=O)O)sc3n2)cc1,?,·,-1%,·,13%,-20%
CN(C)S(=O)(=O)c1ccc(C(=O)OCC(=O)NC(=O)NC2CCCC2)cc1,·,14%,·,58,-6%,·
COc1ccccc1N1CCN(C(=O)C2CCN(S(=O)(=O)c3ccc4c(c3)CC(C)N4C(C)=O)CC2)CC1 (centres undefined),2%,18%,1%,-39,197%[activator],-8%
O=S(=O)(CCc1ccncc1)C1Cc2cccc3cccc1c23 (centres undefined),1%,0%,35µM*,31,-16%,-3%
CCc1cccc(NC(=O)CSc2nccn2C)c1,3%,·,-1%,74,·,·
CN(C(=O)c1cc2c(Cl)nc3ccccc3c2s1)c1cccc(C(F)(F)F)c1,?,·,-1%,30,·,·
COCCNC(=O)CSCc1cc(C)cc(C)c1,4%,8%,0%,-29,-1%,2%
COc1ccc(C(=O)Nc2ccc(N3CCOCC3)cc2)cc1S(=O)(=O)N1CCOCC1,1%,-19%,6%,-13,3%,·
O=C(CCNS(=O)(=O)c1ccccc1)NCCSc1ccc(Br)cc1,-1%,125%[activator],-2%,40,-14%,·
CCn1c2ccccc2c2cc(NC(=O)c3cccc([N+](=O)[O-])c3C)ccc21,-4%,-8%,-21%,?,-39%,-4%
COC(=O)c1ccc(C2c3c(oc4ccccc4c3=O)C(=O)N2CCCN2CCOCC2)cc1 (centres undefined),-18%,7%,25µM*,27,31%,-6%
O=C(CS(=O)(=O)c1ccc(C(F)(F)F)cn1)NNC(=O)c1ccccc1,-2%,19%,16%,46,-8%,1%
COc1ccc(-c2cc(C(=O)N3CCCC3)c3ccccc3n2)cc1OC,2%,-8%,0%,50,53%,-8%
CCc1nc2ccc(C(=O)NCc3ccc(SC)cc3)cc2nc1CC,7%,·,3%,77,·,·
CCCCNC(=O)c1cc(C)no1,5%,3%,6%,1,-24%,-4%
Cc1ccc(OCC(=O)Nc2ccc(S(=O)(=O)N3CCCC3)cc2)cc1,-9%,6%,0%,-10,-30%,3%
O=C(/C=C/c1ccc([N+](=O)[O-])cc1)N(c1ccccn1)C1CCCCC1,-9%,-18%,?,0,107%[activator],16%
CCOC(=O)N1CCN(C(=O)C(=O)Nc2ccc3nc4n(c(=O)c3c2)CCCCC4)CC1,-7%,0%,-31%,9,0%,4%
CC1CC(C)CN(S(=O)(=O)c2ccc(NC(=S)NC(=O)c3ccccc3)cc2)C1 (centres undefined),7%,9%,6%,-24,-12%,0%
Cc1[nH]c2ccc(F)cc2c1CCN(Cc1cccnc1)C(=S)Nc1cccc(F)c1,-12%,6%,-15%,-33,-2%,-13%
CCn1c(C)c(C)c2cc(C(=O)NCc3ccc(N(C)C)cc3)ccc21,0%,·,-8%,0,·,·
COCCNCC(O)CON=C1c2ccccc2-c2ccccc21 (centres undefined),?,2%,-1%,-2,32%,3%
COc1ccc(/C=C2\SC(=S)N(CCCC(=O)N3CCN(C)CC3)C2=O)cc1,?,?,1%,-77*,190%[activator],0%
CCCCN(CC)CCNC(=O)c1cc2c(-c3ccc(Cl)cc3)nn(C)c2s1,-4%&-6%,-18%,13%&-2%,-100*,5%,3%
C=CCn1c(C)c(C(=O)OCC)c2cc(O)c3ccccc3c21,-2%,-16%,-9%,28,-27%,-5%
Cc1c(Cl)cccc1NC(=O)CSCC(N)=O,-2%,?,-5%,7,-8%,2%
Cc1ccn(C(=O)c2ccc(NC(=O)C3CCCCC3)cc2)n1,?,-1%,0%,-32,-8%,6%
CCOC(=O)c1sc(NC(=O)C2CC2)cc1C,-7%,-4%,-1%,-1,-24%,0%
COc1cc(C(=O)NNC(=O)c2cc(S(=O)(=O)N(C)C)ccc2N2CCCC2)cc(OC)c1OC,-5%,41%[activator],1%,0,-39%,·
Cn1c(SCC(=O)N2CCCCC2)nnc1-c1ccc(S(=O)(=O)N2CCOCC2)cc1,-11%,7%,5%,-15,-17%,1%
COc1ccc(-n2c(=O)c3ccc(C(=O)NCc4ccc(C)cc4)cc3n(CC(=O)Nc3cccc(F)c3)c2=O)cc1,4%,·,9%,4,·,·
Cc1ncc(N=Nc2ccccc2Cl)c(-c2ccccc2)n1,-11%,25µM*,8%,-24,2%,0%
CC(C)CNc1ncnc2c1sc1nc(N3CCOCC3)c3c(c12)CC(C)(C)OC3,-1%,-3%,-20%,-2,-28%,5%
CC1(C)Cc2c(ccc3ccccc23)C(=O)N1,1%,-9%,13%,?,103%[activator],-2%
O=[N+]([O-])c1ccc(Oc2cccc(Br)c2)c2ccncc12,0%,?,0%,62,-33%,-27%
Cc1ccccc1OCC(=O)OCC(=O)c1ccc(-c2ccccc2)cc1,?,6%,?,5,-44%,3%
CCn1ccc(C(=O)Nc2c(C)nn(Cc3c(F)c(F)c(F)c(F)c3F)c2C)n1,?,-1%[2.32 µM],-9%,-8,-23%,7%
Fc1ccccc1NC(=S)N1CCN(C/C=C/c2ccccc2)CC1,2%,-8%,-1%,-35,70%[activator],7%
N#C/C(C(=O)N1CCCCC1)=C1/N=C(NC(=O)c2ccc(F)cc2)c2ccccc21,-20%,8%,3%,-32,-22%,-8%
O=C(NC1CCCCC1)c1cc2ccccc2cc1O,0%,13%,-4%,0,20µM*,?
COc1cc(C2CC(=O)NC3=C2C(=O)CC(C)(C)C3)cc(OC)c1O (centres undefined),-4%,-1%,-9%,9,-13%,-13%
CCCCc1nc2cc(C(=O)N3CCCCC3CCO)ccc2o1 (centres undefined),3%,3%,0%,-32,62%[activator],·
CCN(CCCNC(=O)CN1C(=O)COc2ccccc21)c1cccc(C)c1,5%,-15%,-20%,0,41%,-13%
O=C(CSCc1ccccc1)N1CCN(c2cccc(C(F)(F)F)c2)CC1,0%,21%,-22%,-33,55%,-2%
COc1cc(NC(=O)CN(c2cc(C)cc(C)c2)S(=O)(=O)c2c(C)[nH]c(=O)[nH]c2=O)cc(OC)c1,3%&-2%,-20%,-2%&-6%,-32&-3,-25%,·
CC(=O)c1cccc(NC(=O)c2cnn(-c3ccccc3)c2C)c1,-2%,-4%,6%,17,-13%,?
C=C1CCN([C@H](C(=O)Nc2ccc(OC)cc2)C(C)C)S(=O)(=O)c2ccccc21,0%,5%,7%,-14,-21%,21%

High-throughput results from PubChem.
